dFosB activator: mouse delta FosB homodimer activation | activation, % at 25 µM | P13346 | hit rate 0.99% among 340,000 | AID 493131 | purified delta FosB, TAMRA-CDK5 oligo fluorescence polarization; percent of positive-control signal above neutral wells;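 active means mean activation above about 17%, with every replicate also reaching it, limit read from the data, passing the limit was not always enough; inconclusive means only one of the two conditions met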;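 further: fluorescence polarization rise as delta FosB binds a TAMRA Cdk5 AP-1 oligo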
SR-BI DiI inh: blocks mouse SR-BI lipid uptake from DiI-HDL; hit rate 0.96% among 320,000; inhibition, % at 12.5 µM; Q61009; ldlA[mSR-BI] CHO cells, DiI-HDL uptake fluorescence, 3 h;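 active means mean replicate inhibition of at least 70% and a set share of replicates each scoring 70 or more; inconclusive means meets just one of the two criteria; inactive means fails both criteria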;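 further: 0% = median of neutral control wells and 100% = median of positive control wells; values of inactives mirror those of a sister screen read the other way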
Target sequence (Q61009 whole entry, looked up): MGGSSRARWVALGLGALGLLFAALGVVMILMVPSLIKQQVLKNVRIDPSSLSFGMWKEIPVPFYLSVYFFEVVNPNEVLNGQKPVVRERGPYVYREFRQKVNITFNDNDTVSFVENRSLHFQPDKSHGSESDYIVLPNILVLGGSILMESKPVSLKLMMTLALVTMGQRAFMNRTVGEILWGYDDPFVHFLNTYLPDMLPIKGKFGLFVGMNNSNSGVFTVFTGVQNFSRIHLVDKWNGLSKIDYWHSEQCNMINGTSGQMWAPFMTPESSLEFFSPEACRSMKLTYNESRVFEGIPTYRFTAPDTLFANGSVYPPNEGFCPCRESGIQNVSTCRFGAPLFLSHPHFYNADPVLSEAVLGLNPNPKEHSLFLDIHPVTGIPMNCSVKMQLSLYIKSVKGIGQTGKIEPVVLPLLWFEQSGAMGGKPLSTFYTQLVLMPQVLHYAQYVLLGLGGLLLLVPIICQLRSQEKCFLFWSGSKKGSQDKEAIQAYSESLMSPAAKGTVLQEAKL
V-ATPase pHluor: alters yeast V-ATPase proton transport; AID 504577; hit rate 0.37% among 350,000; response, % at 10 µM; S. cerevisiae, pHLuorin cytosolic pH fluorescence; in the data active means response mostly above about 7.3%, no sharp cut-off; inactive means mostly below about 5.4%; further: actives read high; inactives centre near 0; some compounds called inactive have numbers as strong as hits; reference of the scale not given here
CDK5 p35 inh: blocks human CDK5/p35 kinase activity; hit rate 0.01% among 330,000; Q00535+Q15078; inhibition, % at 10 µM; Recombinant CDK5/p35, ADP-Glo luminescence, 60 min;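 active means highest replicate inhibition of at least 50% and at least 75% of replicates reaching 50%; inconclusive means only one of the two criteria met; inactive means both criteria failed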;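 further: plate controls were DMSO neutral control for no effect and GW8510 at 10 µM for full effect; many of its hits are not listed in these tables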
HTR5A ag: counter-screen for OPRM1-OPRD1 agonists: human HTR5A agonism | hit rate 0.61% among 340,000 | P47898 | activation, % at 9.3 µM | HTR5A agonist assay, luminescence, cell-based | AID 504692; in the data active means activation mostly above about 9.5%, no sharp cut-off; inactive means mostly below about 7.6%;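 further: 0% = cells with vehicle only and 100% = reference agonist; strong numbers were not always called active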
Target sequence (P47898 whole entry, looked up): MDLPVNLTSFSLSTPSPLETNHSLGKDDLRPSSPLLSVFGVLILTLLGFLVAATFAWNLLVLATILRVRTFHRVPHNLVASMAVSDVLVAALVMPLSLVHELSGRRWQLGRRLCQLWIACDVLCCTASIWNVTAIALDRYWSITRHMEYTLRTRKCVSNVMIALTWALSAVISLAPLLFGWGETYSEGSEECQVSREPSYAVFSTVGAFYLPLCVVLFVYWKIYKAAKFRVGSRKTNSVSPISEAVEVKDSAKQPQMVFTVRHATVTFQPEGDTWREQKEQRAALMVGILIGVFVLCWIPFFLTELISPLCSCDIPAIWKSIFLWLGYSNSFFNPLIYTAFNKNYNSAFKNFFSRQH
NSD2 inh: inhibitors of human histone methyltransferase NSD2; O96028; NSD2 peptide methylation, AlphaScreen, 120 min; inhibition, % at 12.5 µM; hit rate 0.54% among 310,000; in the data active means inhibition above about 50%
MITF act: increases MITF-driven TRPM1 promoter luciferase signal; SK-MEL-5 TRPM1-promoter luciferase, 24 h; % of positive control, neutral wells = 0; activation, % at 12.5 µM; hit rate 0.75% among 300,000;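 active means mean activation of at least 80% with every replicate also reaching 80%; inconclusive means mean reaches 80% but some replicate falls short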;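 further: 0% = neutral control wells and 100% = parthenolide positive control wells; values of inactives mirror those of a sister screen read the other way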
HTR5A inv ag: HTR5A inverse agonism, opioid heterodimer counter-screen. HTR5A cell line, luminescence. inhibition, % at 9.3 µM. P47898. AID 504634. hit rate 0.083% among 340,000; in the data active means inhibition mostly above about 23%, no sharp cut-off; inactive means mostly below about 18%;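 further: 0% = cells with DMSO and 100% = no-cell wells with DMSO; some compounds called inactive have numbers as strong as hits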
PvdQ inh: P. aeruginosa PvdQ acylase inhibition; inhibition, % at 10 µM; purified PvdQ acylase, fluorescence plate reader; hit rate 0.063% among 340,000; AID 488965; in the data active means inhibition above about 30%, passing the limit was not always enough; inconclusive means no clear call, values can overlap the other calls;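 further: 0% = vehicle neutral wells and 100% = reference inhibitor wells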
Wnt bcat act: Wnt/beta-catenin pathway activation. Wnt/beta-catenin reporter cell assay, activator, plate reader. activation, % at 9.35 µM. hit rate 1.2% among 300,000. AID 743398; in the data active means activation above about 30%, passing the limit was not always enough; inconclusive means no clear call, values can overlap the other calls;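 further: 0% = neutral control wells and 100% = positive control wells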
* hit, by the source's call; ? = inconclusive; nt = not tested or not shown; & = joins results of further samples.

SMILES | dFosB activator | SR-BI DiI inh | V-ATPase pHluor | CDK5 p35 inh | HTR5A ag | NSD2 inh | MITF act | HTR5A inv ag | PvdQ inh | Wnt bcat act
Cc1cc2c(cc1S(=O)(=O)Nc1cccc(C)c1C)OCC(=O)N2 | -4 | 8 | 0 | -2.6 | 3 | nt | nt | -24 | -14 | 1
O=C(CC(c1ccccc1)c1ccccc1)NCCO | -4 | -18 | -5 | -0.5 | 0 | 1 | -1 | -7 | -5 | -1
CN(Cc1ccccc1)C(=O)C1CCN(S(=O)(=O)c2cc([N+](=O)[O-])ccc2Cl)CC1 | -13 | 4 | 3 | 0.5 | 13* | 6 | -7 | -32 | 5 | nt
CN(C(=O)CC(NC(=O)c1ccccc1Cl)c1ccccc1)c1ccccc1 (stereo not drawn) | -10 | 14 | -6 | -2.5 | -1 | 5 | -12 | 3 | -13 | -1
CC(=O)c1cccc(NC(=O)CSc2nnc(-c3cccnc3)o2)c1 | 0 | 12 | 1 | -4.0 | 7 | -4 | -7 | -2 | -14 | -2
Cc1ccc(-c2nnc(SCc3ccc(C#N)cc3)n2Cc2ccco2)cc1 | -5 | 36 | 4 | 0.8 | -2 | -2 | -10 | -36 | -7 | nt
CN(c1ccc(OCC(=O)N2CCOCC2)cc1)S(=O)(=O)c1ccc(Cl)cc1 | -5 | nt | 0 | -1.2 | 1 | nt | -9 | -3 | 1 | -1
CCc1ccc(NC(=O)C2CCCN2S(=O)(=O)c2ccc3c(c2)C(C)(C)C(=O)N3C)cc1 (stereo not drawn) | 1 | 65 | 2 | -0.3 | -5 | nt | 0 | 14 | -13 | 2
N#CCc1c(C#N)c(N)nc(N2CCN(c3ccc(F)cc3)CC2)c1C#N | -9 | -10 | 1 | 0.2 | 4 | -1 | nt | -19 | -6 | nt
O=C(c1cc(-c2cccs2)on1)N1CCCc2ccccc21 | -4 | -10 | -3 | 0.3 | 9 | nt | nt | -26 | -5 | 0
O=C(CCC(=O)c1cccs1)NCc1ccncc1 | 6 | -13 | -1 | -0.9 | 1 | -2 | -5 | 24 | -14 | -2
Cc1nnc(NC(=O)c2ccc3nccnc3c2)s1 | 1 | -9 | 0 | -5.4 | -6 | 1 | 45 | 5 | -1 | -3
N#Cc1ccsc1NC(=O)C1CCN(C(=O)c2ccc(F)cc2)CC1 | -5 | 12 | 8 | -0.8 | 3 | -1 | -15 | -7 | -13 | -2
CCOC(=O)[C@@H]1[C@H]2COc3cc(OC)ccc3[C@@H]2N2C(=O)N(c3cccc(F)c3)C(=O)[C@]12C | -4 | -4 | -1 | 1.0 | 0 | nt | 0 | 1 | -7 | -4
COc1ccc(N2CCN(C(CNS(=O)(=O)c3cccs3)c3cccnc3)CC2)cc1 (stereo not drawn) | -2 | -6 | 1 | 2.5 | 0 | nt | -4 | -36 | -8 | nt
COc1ccc(CCNC(=O)COC(=O)c2cc(=O)c3ccccc3o2)cc1 | -4 | -3 | 2 | -0.3 | -1 | -2 | -2 | -2 | 7 | -2
CN1C(=O)C2(Oc3ccccc3C3CC(c4ccccc4)=NN32)c2ccccc21 (stereo not drawn) | -2 | 6 | 2 | -1.9 | 6 | nt | 40 | 11 | -16 | nt
COc1ccc(CN(C(=O)CN2C(=O)NC3(CCC(C)CC3)C2=O)C(C)Cc2cccs2)cc1 (stereo not drawn) | -14 | 8 | 0 | 0.6 | 1 | 55* | -5 | 25 | 3 | -4
Cc1c(C(=O)NCCSCc2c(F)cccc2Cl)cnn1-c1ccc(F)cc1 | -11 | 5 | 4 | -8.3 | -7 | -1 | -7 | -1 | -3 | 2
CCCSc1nnc2nc(C)cc(C)n12 | -4 | -16 | -1 | -0.7 | -3 | nt | 6 | 7 | -7 | -6
CC1CCN(CCNC(=S)Nc2ccc(Cl)cc2)CC1 | -9 | -16 | 0 | -0.7 | 1 | 4 | 1 | 4 | -14 | 0
CCN(C(=O)CCN1C(=O)S/C(=C\c2ccccc2)C1=O)C1CCS(=O)(=O)C1 (stereo not drawn) | -5 | -37 | -1 | nt | 1 | 2 | 3 | -3 | 10 | 0
COC(=O)Cn1c(C)nc(=O)c(-c2ccccc2)c1C | -3 | -12 | -1 | -1.1 | 1 | -3 | -6 | -2 | 12 | 2
Cc1cc(N2C(=O)C(O)=C(C(=O)c3ccco3)C2c2ccccc2F)no1 (stereo not drawn) | -3 | -7 | -4 | -2.2 | 7 | 0 | -10 | -12 | 3 | 3
CC1CCCN(S(=O)(=O)c2ccc3c(c2)c(=O)nc2ccc(Cl)cn23)C1 (stereo not drawn) | -11 | 3 | 4 | 0.5 | 2 | 6 | 1 | -13 | -4 | -3
CCOC(=O)C1CCCN(Cc2ccc3c(c2)OCO3)C1 (stereo not drawn) | -2 | -2 | -5 | 2.2 | -2 | 4 | 0 | -1 | 5 | nt
CC(=O)c1ccc(NC(=O)Cn2cnc(S(=O)(=O)N3CCCC3)c2)cc1 | -8 | -12 | 2 | 1.8 | 3 | 27 | 2 | 15 | -7 | nt
CN(CC(=O)O)Cc1nc2ccccc2[nH]1 | 4 | -6 | -7 | 0.1 | 0 | nt | -13 | 0 | -5 | nt
CCOC(=O)C1=C(C)NC(=O)NC1/C=C/c1ccccc1 (stereo not drawn) | 2 | 28 | 3 | 0.0 | 4 | -2 | 1 | -12 | -11 | 6
CCCn1nnnc1NCc1ccc(N(C)C)cc1 | -5 | -6 | 3 | -0.5 | -2 | 1 | -3 | 8 | -11 | 0
CCCN(C(=O)Cn1ncc2c([nH]c3ccccc32)c1=O)c1ccccc1C | -12 | -2 | -1 | -1.5 | 1 | -3 | -26 | -19 | -5 | -2
CC(=O)Nc1sc2c(c1CN1CCCC1)CCCC2 | -1 | 3 | 6 | -6.2 | -2 | -2 | -4 | 5 | -8 | 0
CSCC[C@H](NC(=O)N1CCn2c1nc1ccccc12)C(=O)NC1CC1 | -2 | -11 | 0 | 1.2 | nt | 0 | 6 | nt | -5 | 0
O=c1cc(CSc2nnc3ccccn23)c2c(ccc3ccccc32)o1 | -12 | -19 | -3 | -0.1 | 1 | 5 | 2 | -2 | 6 | -6
CCN(CC)c1ncnc2c1nnn2C | -1 | -1 | 0 | -0.2 | -4 | -2 | -2 | 17 | -5 | -5
CC(=O)Nc1ccc(C(=O)NNC(=O)C2CC2)cc1 | -2 | 1 | -1 | 1.4 | 5 | 1 | -3 | 12 | -10 | -2
Nc1ccc(-n2nnnc2-c2ccco2)cc1 | -6 | 4 | 1 | -2.6 | -2 | -3 | 0 | -9 | -9 | 1
Cc1ccc(C)c(N2CCN(c3ccc([N+](=O)[O-])cn3)CC2)c1 | -4 | 15 | 5 | 0.2 | 4 | 0 | 1 | -16 | 5 | -1
O=C(NNC(=O)c1ccc2ccccc2c1)c1ccc(Cl)c(Cl)c1 | 2 | 10 | -2 | -0.7 | 0 | -6 | -11 | 2 | -4 | -1
Fc1ccc([C@@H]2CCNC[C@H]2COc2ccc3c(c2)OCO3)cc1 | -2&8&2 | -7&-4&12 | -5&-4&-3 | -1.3&-0.5&0.9 | 3&9&0 | nt | -63&11&-9 | -12&-32&-32 | -14&13&-13 | -1&3&-3
CCC(=O)Oc1cccc(C(=O)Nc2ccc(-c3nnc(-c4ccco4)o3)cc2)c1 | -12 | 57 | 0 | 1.6 | 8 | -1 | 85* | -6 | -27 | nt
COCCNC(=O)CN1C(=O)COc2ccc(Cl)cc21 | 1 | nt | 2 | -0.3 | -1 | nt | 5 | 3 | 3 | 1
CCOC(=O)c1[nH]c2ccc(OC)cc2c1NC(=S)N1CCN(C(=O)OCC)CC1 | -1 | nt | -6 | 10 | 2 | 0 | -3 | 5 | 12 | 5
O=C(CN1CCN(c2nc(-c3ccc(Cl)cc3)cs2)CC1)NCc1ccco1 | -6 | 53 | -2 | -0.3 | 6 | 2 | 11 | -26 | 5 | nt
CC(C)[C@H]1COCCS(=O)(=O)N1Cc1ccc(Cl)cc1 | 2 | 14 | -1 | -2.7 | 7 | nt | 9 | 18 | -6 | -2
COc1ccc(Cl)cc1N(C(=O)c1ccco1)C(C(=O)NC1CCCC1)c1ccncc1 (stereo not drawn) | -6 | 7 | -2 | -3.7 | 0 | -4 | -3 | 0 | -8 | -1
O=C(C1=C[C@@H](C2CCCCC2)C[C@@H](OCc2ccc(CO)cc2)O1)N1CCN(Cc2ccccc2)CC1 | -6 | -3 | -1 | -0.1 | 6 | nt | 17 | 5 | -13 | -4
Cc1ccc(C2(C)NC(=O)N(CC(=O)N3CCN(S(=O)(=O)c4cccc(F)c4)CC3)C2=O)cc1 (stereo not drawn) | -6 | 8 | -4 | -0.3 | -2 | 3 | 2 | 5 | 0 | -2
O=C(CCSc1ccccc1)Nc1ncccn1 | -2 | -3 | 5 | -1.6 | -1 | -2 | 3 | 33 | -6 | -2
COCCNc1ncnc2c1cnn2-c1ccc(Cl)cc1 | -19 | 2 | 0 | 0.6 | 3 | -2 | nt | 3 | 9 | nt
O=c1[nH]c(C(F)(F)F)nc2c1nnn2Cc1ccccc1F | 5 | -20 | 1 | -1.2 | -1 | -1 | 2 | -1 | -7 | -1
CCOC(=O)c1ccc(NC(C)=O)c([N+](=O)[O-])c1 | -1 | 5 | -2 | -2.1 | -2 | 0 | 2 | 4 | 0 | 4
O=C1CC(c2ccccc2)NC(=O)N1 (stereo not drawn) | 8 | -8 | -1 | -1.4 | -2 | 0 | -10 | 2 | -5 | -1
COc1ccc(OC)c(-n2nnnc2SCC(=O)Nc2nc(C)c(C)s2)c1 | 4 | 30 | -2 | 0.6 | -3 | -1 | -4 | -20 | -10 | 0
CCN(CC)c1ccc(/C=N/N=C(N)N)c(O)c1 | -2 | nt | -1 | -0.1 | 12 | 24 | -26 | 16 | 8 | -1
CCOc1cc2[nH]c(=O)n(CCCCC(=O)NCc3ccco3)c(=O)c2cc1OCC | 1 | 9 | -2 | 0.3 | 2 | 0 | nt | -4 | 13 | -6
O=C(c1cc(Cl)ccc1[N+](=O)[O-])n1cnc2ccccc21 | 6 | 12 | 0 | 2.6 | 2 | 3 | -3 | -6 | 1 | -1
O=C(NCCc1ccccc1)[C@@H]1CC=C[C@@H]2CCN(Cc3ccccc3)C(=O)[C@@H]21 | -6 | -10 | 4 | 0.6 | 7 | nt | -2 | -18 | 10 | -2
CCN(CC)CCP(=O)(c1ccccc1)c1ccccc1 | -4 | ? | -2 | -0.7 | 4 | 37 | 10 | -6 | -7 | -7
CCOC(=O)c1c(C)[nH]c(C(=O)NNC(=O)c2ccc(Br)cc2)c1C | -11 | 1 | 1 | -0.3 | 8 | 26 | 16 | -20 | 11 | 7
COCCCn1nnnc1SCC(=O)Nc1nc2ccccc2s1 | -6 | -20 | 2 | 4.2 | 0 | -5 | 17 | -1 | -13 | 0
O=C(CSc1nnc(SCc2ccccc2)s1)NNC(=S)Nc1ccccc1 | -7 | 14 | -1 | 2.9 | -1 | 0 | -4 | 4 | 6 | -4
O=C(CN(Cc1ccccc1)C(=O)c1csnn1)NCc1ccccc1 | -1 | 4 | 5 | -0.1 | -3 | 2 | 3 | -13 | 6 | -1

Source: PubChem (several laboratories)
